# H37Rv inhibition – M. tuberculosis growth inhibition, HTS (AID 449762) | one-dose inhibition, % at 25 µM; IC50 in µM for titrated hits | actives 0.59% (n = 330,000) | M. tuberculosis H37Rv growth inhibition, 7H9 media; higher % means a stronger effect; in the data active means a potency from the dose series; inconclusive means inhibition above about 70% without an active follow-up result;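 further: bacterial growth assessed after seven days of incubation; strong numbers were not always called active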
# influenza NS1A – H1N1 influenza NS1A inhibitors, functional cell based assay (AID 504329); NS1A functional cell-based assay, percent inhibition; higher % means a stronger effect; inhibition, % at 12.5 µM; hits with a dose series show IC50 in µM; actives 0.3% (n = 340,000); in the data active means a potency from the dose series; inconclusive means inhibition above about 27% without an active follow-up result; further: strong numbers were not always called active
# PhoP GFP inhibition – PhoP regulon inhibitors, Salmonella typhi PhoP promoter GFP reporter, confirmatory (AID 1850); actives 0.33% (n = 310,000); Salmonella Typhi PhoP-promoter GFP reporter, fluorescence, 4 h; higher % means a stronger effect; one-dose inhibition, % at 50 µM; IC50 in µM for titrated hits; in the data active means a potency from the dose series; inconclusive means inhibition mostly from about 25% at the one dose, without a potency; inactive means the rest, 99 in 100 with inhibition below about 19%;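 further: 0% = induced wells with vehicle and 100% = uninduced wells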
# M. tuberculosis – growth inhibition of non-replicating M. tuberculosis (AID 488890); Mycobacterium tuberculosis non-replicating, growth inhibition; higher % means a stronger effect; inhibition, % at 25 µM, or IC50 in µM where a hit was titrated; actives 0.39% (n = 320,000); in the data active means a potency from the dose series; inconclusive means inhibition mostly from about 82% at the one dose, without a potency; inactive means the rest, 99 in 100 with inhibition below about 76%;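 further: plate controls were DMSO cells for no effect and high antibiotic wells for full effect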
# inhibitors of VEEV – inhibitors of VEEV TC-83 cytopathic effect, confirmation, Vero cells (AID 588727); Vero cells, VEEV TC-83 cytopathic effect inhibition; higher % means a stronger effect; inhibition, % at 20 µM; hits with a dose series show IC50 in µM; actives 0.13% (n = 350,000); in the data active means a potency from the dose series; inconclusive means inhibition mostly from about 14% at the one dose, without a potency; inactive means the rest, 99 in 100 with inhibition below about 12%; further: strong numbers were not always called active
# inhibitors of VEEV 10K pilot screen – recorded beside inhibitors of VEEV, whose call it bears; inhibition, %; measured here: 10K pilot screen inhibition
# * hit, by the source's call; i = inactive; u = inconclusive; x = no result given.
SMILES,H37Rv inhibition,influenza NS1A,PhoP GFP inhibition,M. tuberculosis,inhibitors of VEEV,others
COc1ccc(C(=O)CNc2cccc(F)c2)cc1,2.6%,-1.4%,-4.2%,23.1%,4.6%,
CC(=O)Nc1ccc(Nc2cc(C)nc3c(-c4ccc(Cl)cc4)c(C)nn23)cc1,8.1%,2.3%,10.0%,x,2.2%,
O=C(CCC(=O)N(CC(=O)NC1CCCCC1)c1ccc(F)cc1)Nc1ccccn1,3.1%,6.8%,2.2%,-6.9%,0.2%,
CN1CCN(NC(=O)c2cc(-c3ccccn3)nc3ccccc23)CC1,-0.9%,8.3%,10.8%,0.0%,1.4%,
COc1ccc(CNC(=O)CS(=O)(=O)Cc2nc(-c3ccc(OC)cc3)oc2C)cc1,-0.9%,6.2%,-20.3%,-3.3%,i,
Clc1ccc(Cc2ccc(SCc3ccccc3)nn2)c(Cl)c1,-4.1%,-4.4%,-1.4%,70.6%,i,
CCOC(=O)C1=NNC(C(=O)c2ccccc2)C1c1ccc(Cl)cc1 (centres undefined),-6.5%,8.6%,-1.1%,63.0%,0.5%,
CC(=O)c1c(C)[nH]c(C(=O)OCC(=O)N(C)c2c(N)n(Cc3ccccc3)c(=O)[nH]c2=O)c1C,-3.6%,-4.4%,-0.8%,-2.0%,1.8%,
CCOC(=O)c1ccc(NC2c3ccccc3C(=O)N2c2cccnc2)cc1 (centres undefined),-7.8%,-1.9%,-2.3%,27.1%,0.2%,inhibitors of VEEV 10K pilot screen=0.1
O=C1CC[C@@]2(O)[C@H]3Cc4ccc(O)c5c4[C@@]2(CCN3CC2CC2)[C@H]1O5,-0.3%,2.8%,0.6%,-8.8%,0.6%,
CCCCCCn1c(=O)c(F)cn(Cc2ccc(OC)c([N+](=O)[O-])c2)c1=O,0.0%,11.8%,-13.2%,27.4%,4.1%,
COc1cc(C(CCN2CCCC2)c2c(OC)cc(OC)c3c(-c4ccccc4)cc(=O)oc23)cc(OC)c1OC (centres undefined),56.2%,5.4%,-5.5%,60.7%,3.1%,
COCCCNC(=O)CCN1N=C(c2ccccc2)CCC1=O,4.0%,-1.2%,12.3%,-25.5%,0.5%,
COc1cccc(NC(=O)c2ccccc2Oc2ccccc2)c1,13.0%,-6.6%,2.5%,74.2%,1.3%,
Nc1cc(=O)[nH]c2nnc(SCC(=O)Nc3cccc4ccccc34)n12,1.1%,7.8%,1.3%,-2.5%,1.1%,
c1ccc(C2OCCN2c2ccccc2)cc1 (centres undefined),x,-4.2%,x,x,0.9%,
COc1ccc(C(=O)N2CCC(C(=O)Nc3cccc(C)c3)CC2)cc1OC,-0.9%,-4.7%,5.5%,9.6%,1.6%,
CC(C)CC1NC(=O)N(CC(=O)N2c3ccccc3NC(=O)C2(C)C)C1=O (centres undefined),1.6%,5.6%,12.8%,-2.4%,i,
O=C(C1CC(=O)N(C2CCCC2)C1)N1CCN(c2ccc(F)cc2)CC1 (centres undefined),-0.3%,-33.5%,x,x,i,
CC(C)(C)NC(=O)NC(=O)CSc1nnc(-c2ccccc2F)n1N,-4.1%,-28.8%,4.2%,6.1%,0.4%,

# Compounds shown so far that contain an aryl thioether with sulfur outside any ring (three):
SMILES,H37Rv inhibition,influenza NS1A,PhoP GFP inhibition,M. tuberculosis,inhibitors of VEEV,others
Clc1ccc(Cc2ccc(SCc3ccccc3)nn2)c(Cl)c1,-4.1%,-4.4%,-1.4%,70.6%,i,
Nc1cc(=O)[nH]c2nnc(SCC(=O)Nc3cccc4ccccc34)n12,1.1%,7.8%,1.3%,-2.5%,1.1%,
CC(C)(C)NC(=O)NC(=O)CSc1nnc(-c2ccccc2F)n1N,-4.1%,-28.8%,4.2%,6.1%,0.4%,

# The listing picks up, repeating the 2 entries before the break.
SMILES,H37Rv inhibition,influenza NS1A,PhoP GFP inhibition,M. tuberculosis,inhibitors of VEEV,others
O=C(C1CC(=O)N(C2CCCC2)C1)N1CCN(c2ccc(F)cc2)CC1 (centres undefined),-0.3%,-33.5%,x,x,i,
CC(C)(C)NC(=O)NC(=O)CSc1nnc(-c2ccccc2F)n1N,-4.1%,-28.8%,4.2%,6.1%,0.4%,
COc1ccc(NS(=O)(=O)c2ccc3oc(Nc4ccc5c(c4)OCCO5)nc3c2)cc1,6.4%,5.5%,-10.8%,14.9%,8.9%,
CC12CC(c3ccccc3O1)N(C(=O)c1ccco1)C(=S)N2c1ccccc1 (centres undefined),-5.0%,12.4%,-4.6%,42.8%,7.2%,
CC(C)CC1(CCc2ccccc2)C(=O)NC(=O)NC1=O,x,-17.2%,x,x,1.9%,
CN(CC(=O)NCC(c1ccco1)N1CCCCC1)S(=O)(=O)c1ccc(Cl)cc1 (centres undefined),0.8%,-5.0%,2.1%,16.3%,0.6%,
N#CCCN1C(=O)C2(OCCO2)c2ccccc21,4.5%,-29.7%,1.7%,-6.7%,i,
O=C(NC1CCCCCCC1)C1CCCN(S(=O)(=O)c2cnc[nH]2)C1 (centres undefined),0.7%,-3.2%,-3.5%,x,1.9%,
CC1CCN(CC(=O)Nc2nccs2)CC1,1.1%,1.5%,-7.2%,10.6%,i,
Cc1[nH]c2ccccc2c1C(c1ccncc1)N1CCCCC1 (centres undefined),-1.4%,2.1%,1.9%,3.8%,5.6%,
COc1ccc(S(=O)(=O)N2CCN(C(=O)CCc3c[nH]c4ccccc34)CC2)cc1,2.0%,-7.9%,x,21.7%,2.0%,
O=C(NCCN1C(=O)CCC1=O)c1ccncc1,-17.6%,-5.8%,-7.9%,-9.3%,i,
COc1ccc(C(=O)NCC(=O)N2CCCCC2)cc1OC,6.3%,2.2%,-0.9%,7.2%,1.7%,
O=C(CCc1ccccc1)Oc1ccccc1[N+](=O)[O-],-7.6%,x,-6.8%,-7.2%,0.1%,
COc1ccc2oc(C(=O)NC(C)(C)C)c(C)c2c1,1.8%,2.2%,4.7%,33.7%,0.1%,
CCOC(=O)CSc1nnc(-c2ccoc2C)n1-c1ccc(C)cc1,5.0%,-4.3%,-0.2%,u,4.2%,
O=C1CN(O)C=C2N=c3ccccc3=C2N1c1ccc([N+](=O)[O-])cc1,-2.4%,-1.1%,13.5%,6.9%,1.9%,
COC(=O)C(NC(=O)c1ccc(Cl)cc1)(Nc1nc(C)cs1)C(F)(F)F (centres undefined),-1.1%,-15.0%,-5.1%,-6.4%,0.4%,
COc1ccc2nc(Cl)c(C3CC(c4ccco4)=NN3C(=O)CCCC(=O)O)cc2c1 (centres undefined),-3.5%,1.1%,8.1%,-18.7%,13.1%,
O=c1[nH]c(C(F)(F)F)nc2ccc3ccccc3c12,-8.8%,-4.7%,-4.9%,70.8%,10.1%,
CC(=O)Nc1ccc(S(=O)(=O)Nc2nc3ccccc3nc2Nc2ccc(S(N)(=O)=O)cc2)cc1,-8.3%,4.1%,-6.7%,26.2%,1.6%,
COc1ccccc1C1=NOC(C(=O)N2CCN(C(=O)c3ccco3)CC2)C1 (centres undefined),-7.8%,-2.2%,5.3%,-12.2%,0.8%,

# Reprinted from the part before: two compounds, then new ones.
SMILES,H37Rv inhibition,influenza NS1A,PhoP GFP inhibition,M. tuberculosis,inhibitors of VEEV,others
CC(=O)Nc1ccc(S(=O)(=O)Nc2nc3ccccc3nc2Nc2ccc(S(N)(=O)=O)cc2)cc1,-8.3%,4.1%,-6.7%,26.2%,1.6%,
COc1ccccc1C1=NOC(C(=O)N2CCN(C(=O)c3ccco3)CC2)C1 (centres undefined),-7.8%,-2.2%,5.3%,-12.2%,0.8%,
CCc1ccc(OCC(=O)NCCOc2ccccc2)cc1,x,1.0%,9.7%,x,0.7%,
O=C(O)/C=C/C(=O)N1CCN(S(=O)(=O)c2cc(C(F)(F)F)ccc2Cl)CC1,-10.7%,1.3%,-1.9%,4.4%,0.1%,
CC[C@@H](C)[C@@H]1CN([C@@H](CN2CCC[C@H]2CN2C(N)=NC[C@H]2CC(C)C)C(C)C)C(=N)N1CCCC1CCCC1,u,4.4%,x,u,1.0%,
Cc1ccc(C(=O)NC(=S)NCCN2CCOCC2)cc1,-21.6%,-2.6%,-2.3%,-11.7%,0.8%,
Cc1onc(-c2ccccc2)c1-c1nc2cc(Cl)ccc2c(=O)o1,-5.6%,x,5.5%,u,2.3%,
OC1(c2cccc(C(F)(F)F)c2)CCNCC1,-4.3%,-6.6%,-3.0%,3.3%,i,
CCOc1ncccc1C(=O)OC(C)C(=O)NC1CCCCC1 (centres undefined),x,-8.6%,x,x,1.1%,
COc1ccc(C(C(=O)NCCC(C)C)N(CCO)C(=O)c2snc(C(N)=O)c2N)cc1 (centres undefined),3.6%,-2.3%,-1.0%,8.1%,i,
COc1ccccc1NC(=S)NNC(=O)c1c(Cl)c(C)nn1C,2.9%,3.2%,-2.0%,72.8%,6.4%,
O=C1CCN(C(=S)NCc2ccccc2)CC1,1.5%,-3.8%,-5.7%,4.9%,0.7%,
COc1cccc(C(=O)Nc2nnc(Cc3ccc(OC)c(OC)c3)s2)c1,22.7%,-5.3%,5.6%,1.9%,2.9%,
O=C(Cn1ncc(N2CCCC2)c(Cl)c1=O)c1ccc(Cl)cc1,-5.2%,-6.6%,-0.6%,39.0%,i,
Fc1ccccc1C1c2[nH]c3ccccc3c2CCN1CCCn1cccn1 (centres undefined),1.9%,4.8%,-2.0%,17.8%,1.4%,
NC(=O)CC(NC(=O)Cc1cccc2ccccc12)c1ccc(NCCCN2CCCC2=O)c([N+](=O)[O-])c1 (centres undefined),-11.5%,14.8%,11.6%,8.4%,i,inhibitors of VEEV 10K pilot screen=0.3
COc1cc2cc(c1Cl)N(C)C(=O)CC(OC(=O)C(C)N(C)C(C)=O)C1(C)OC1C(C)C1CC(O)(NC(=O)O1)C(OC)C=CC=C(C)C2 (centres undefined),x,-18.9%,x,x,31.8%,
COc1ccc(C(=O)OCN2C(=O)c3ccccc3C2=O)cc1,8.8%,-5.8%,2.0%,11.6%,0.5%,
O=C(COC(=O)c1nc(Cl)ccc1Cl)NCc1ccccc1,-9.5%,1.5%,-3.8%,46.1%,0.8%,
O=C(Oc1ccc(OC(=O)c2ccco2)c(S(=O)(=O)c2ccc(Cl)cc2)c1)c1ccco1,-9.9%,3.6%,0.9%,-11.0%,2.2%,
CN(Cc1ccccc1)C(=O)c1[nH]cnc1C(=O)NCc1ccccc1,4.3%,-0.9%,x,29.3%,0.2%,inhibitors of VEEV 10K pilot screen=0.2
O=C(O)c1ccc(NC(=O)c2cccc(NC(=O)c3cccs3)c2)cc1,-0.3%,9.7%,-4.5%,1.0%,0.8%,
CCOC(=O)c1c(N2C(=O)CC(Sc3ccccc3C(=O)O)C2=O)sc2c1CCCC2 (centres undefined),-3.2%,-5.2%,-8.1%,44.7%,0.5%,
CC(=O)NS(=O)(=O)c1ccc(NC(=S)NC(=O)C(C)C)cc1,4.4%,4.1%,0.8%,9.4%,i,
Cc1ccc(CCN2CC(C(=O)NCCN3CCOCC3)CC2=O)cc1 (centres undefined),-5.1%,x,-5.4%,-9.0%,x,
Cc1sc2ncn(CC(=O)N3CCN(c4ccc(F)cc4)CC3)c(=O)c2c1S(=O)(=O)N1CCOCC1,5.0%,-3.4%,9.4%,-1.9%,0.7%,
CC(Sc1nc(N2CCCCC2)c2c(c1C#N)CCCC2)C(=O)O (centres undefined),-5.8%,10.2%,-13.5%,43.8%,6.7%,
COc1ccccc1N(CC(=O)NC(C)C)S(=O)(=O)c1cccs1,-1.9%,0.8%,-6.3%,-3.2%,i,
COc1ccc(NC(=O)CN2CCCC2)cc1,0.5%,1.4%,1.3%,-17.4%,2.3%,
CN(CCOC(=O)C1c2ccccc2Oc2ccccc21)C(C)(C)C,-10.8%,-4.8%,1.5%,-0.9%,8.8%,
CC1(C)CC(=O)C2=C(C1)N(c1ccc(F)cc1)C(=O)CC2c1ccsc1 (centres undefined),-0.2%,18.6%,26.3%,x,1.0%,
CC1(C)C(=O)C2(CCCCC2)C(=O)OC1c1cccs1 (centres undefined),4.5%,-13.0%,-1.8%,-2.6%,0.4%,
CC(NC(=O)CN1C(=O)NC(C)(c2cccc3ccccc23)C1=O)c1ccccc1 (centres undefined),-9.3%,5.1%,-2.0%,-2.8%,0.3%,
CCCCNc1c(C(=O)OCC)c(C)nc2c1cnn2CC,53.1%,-13.2%,-0.9%,31.5%,7.6%,
COc1ccc2[nH]cc(C(=O)CN3CCCC(C)(C)C3)c2c1,-2.5%,-1.4%,12.1%,-5.5%,2.2%,
CC(C)=CCCC1=CCC2C(=O)NNC(=O)C2C1 (centres undefined),3.9%,11.8%,11.3%,-6.2%,2.0%,
O=C(Nc1ccc2c(c1)CCC2)c1cccs1,43.1%,-3.9%,2.2%,u,1.8%,

# Source: PubChem BioAssay (Southern Research Specialized Biocontainment Screening Center)
